Source: PubChem BioAssay (several laboratories)
NCF1 inh = inhibitors of human p47phox binding. P14598. 220,000 tested, 0.53% active. AID 1274. inhibition, % at 24.7 µM. p47phox/p22phox peptide binding, fluorescence polarization, 2 h;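 active = inhibition above about 30%, limit read from the data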;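 note: 0% = p47phox with labelled peptide and 100% = labelled peptide alone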
Target sequence (P14598 whole entry, looked up): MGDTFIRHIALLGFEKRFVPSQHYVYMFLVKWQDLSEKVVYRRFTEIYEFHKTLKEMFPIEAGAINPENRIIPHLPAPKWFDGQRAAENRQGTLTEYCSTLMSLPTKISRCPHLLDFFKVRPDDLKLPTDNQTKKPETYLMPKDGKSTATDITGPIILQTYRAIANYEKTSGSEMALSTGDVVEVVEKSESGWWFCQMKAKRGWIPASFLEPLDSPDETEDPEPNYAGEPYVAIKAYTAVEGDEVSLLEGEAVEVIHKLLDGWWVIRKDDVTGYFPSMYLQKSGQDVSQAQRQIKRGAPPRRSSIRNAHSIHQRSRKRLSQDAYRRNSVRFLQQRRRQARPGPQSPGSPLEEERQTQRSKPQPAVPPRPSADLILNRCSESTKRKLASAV
S1P4 agonist = human S1P4 receptor agonism; 220,000 tested, 0.35% active; activation, % at 4.98 µM; S1P4-expressing cell line, agonist reporter assay; AID 1509; O95977; in the data active = activation above about 11%;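 note: 0% = DMSO vehicle and 100% = reference agonist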
NPY-Y1 antag = NPY-Y1 (human) receptor antagonism | 200,000 tested, 1% active | P25929 | HEK293-CNG Y1 cells, membrane potential fluorescence; NPY at EC95, then isoproterenol | inhibition, % at 3.6 µM | AID 1040;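 active = inhibition above the campaign mean inhibition of all tested compounds plus 3 SD, cut at about 20% in these data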;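 note: 0% = DMSO wells given NPY plus isoproterenol and 100% = isoproterenol alone without NPY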
Target sequence (P25929 whole entry, looked up): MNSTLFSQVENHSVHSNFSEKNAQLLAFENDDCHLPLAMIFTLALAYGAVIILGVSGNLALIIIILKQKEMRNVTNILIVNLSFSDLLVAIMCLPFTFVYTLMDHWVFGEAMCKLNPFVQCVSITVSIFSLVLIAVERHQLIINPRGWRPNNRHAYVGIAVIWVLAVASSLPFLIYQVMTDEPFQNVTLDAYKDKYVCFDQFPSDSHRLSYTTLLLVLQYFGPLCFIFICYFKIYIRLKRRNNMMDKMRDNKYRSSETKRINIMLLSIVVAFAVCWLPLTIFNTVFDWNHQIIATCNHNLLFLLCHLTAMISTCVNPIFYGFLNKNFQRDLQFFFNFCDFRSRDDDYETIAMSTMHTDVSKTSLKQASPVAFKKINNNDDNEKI
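Assay system: HEK293 cells with Y1 receptor plus CNG channel | Probe or stimulus: NPY (25 nM), isoproterenol (1 µM), Ro 20-1724 (25 µM) | Timing: Compound incubation 1 h at room temperature, readout 45 min post-stimulation | Measured by: Membrane-potential fluorescent dye readout | Benchmarks: High control isoproterenol alone, low control NPY with isoproterenol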
NPY-Y1 PAM-ag = potentiates or activates human NPY-Y1 receptor; P25929; NPY-Y1 expressing cells, potentiator/agonist activation; activation, % at 3.6 µM; 220,000 tested, 0.37% active; AID 1304; in the data active = activation above about 33%, passing the limit was not always enough;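 note: cells stimulated with NPY at EC10 then isoproterenol at EC100; 0% = low agonist plus stimulus and 100% = saturating agonist plus stimulus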
NPY-Y2 PAM-ag = potentiators or agonists of human neuropeptide Y receptor Y2; cells expressing NPY-Y2, potentiator/agonist read-out; activation, % at 3.6 µM; 220,000 tested, 0.45% active; AID 1359; in the data active = activation above about 27%;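 note: cells stimulated with NPY near EC25 plus isoproterenol at EC100; 0% = vehicle plus submaximal agonist and 100% = vehicle plus saturating agonist; some results beyond the cut were filed as inactive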
BaF3 tox = counter-screen for JAK2V617F inhibitors: parental Ba/F3 viability inhibitors; inhibition, % at 5.6 µM; 220,000 tested, 1.1% active; CellTiter-Glo ATP luminescence;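 active = inhibition above a per-campaign cutoff, the mean inhibition of all tested compounds plus 3 SD, cut at about 27% in these data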;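 note: 0% = DMSO wells and 100% = JAK Inhibitor I control wells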
CHOP inh = CHOP inhibition in unfolded protein response | CHO-K1 CHOP-promoter luciferase, tunicamycin-induced, 15-18 h | inhibition, % at 10 µM | 220,000 tested, 3.8% active | AID 2732;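 active = compounds that reduced the stress-induced luciferase reporter signal by more than about 70% of percent inhibition, limit read from the data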;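 note: 0% = tunicamycin plus vehicle and 100% = wells without tunicamycin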
S1P4 antag = antagonists of human S1P4 receptor; 220,000 tested, 0.26% active; inhibition, % at 4.98 µM; S1P4-expressing cells, antagonist mode, reporter read-out; AID 1510; in the data active = inhibition above about 29%;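 note: 0% = wells stimulated with agonist and 100% = vehicle wells without agonist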
Ba/F3 V617F tox = lowers viability of Ba/F3 cells expressing EpoR and JAK2V617F; ATP luminescence; 220,000 tested, 1.1% active; inhibition, % at 5.6 µM;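 active = inhibition above the campaign mean plus 3 SD over all tested compounds, cut at about 24% in these data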;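 note: cytokine-independent growth of Ba/F3 cells driven by EpoR plus mutant JAK2; 0% = DMSO-treated cells and 100% = JAK inhibitor I control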
* = called active by the depositor; x = not tested or not shown.

canonical_smiles	NCF1 inh	S1P4 agonist	NPY-Y1 antag	NPY-Y1 PAM-ag	NPY-Y2 PAM-ag	BaF3 tox	CHOP inh	S1P4 antag	Ba/F3 V617F tox
Cc1ccc(NC(=O)Nc2cccc(Cl)c2)c(C(=O)O)c1	-5	1.3	-4	7	7	8	11	-4	4
CCC(C)[C@H](NC(=O)NCc1ccc(Cl)cc1)C(=O)O (stereo not given in full)	-4	1.1	x	-20	-22	-1	-3	-1	-1
Cn1cccc1C(=O)OCc1cc(Cl)cc2c1OCOC2	-10	0.6	13	-16	9	6	73*	-5	-1
[O-][n+]1c2ccc3nonc3c2nn1-c1ccccc1Cl	-2	-0.2	-2	15	8	2	-1	-14	-5
Cn1c(SCC(=O)N2CCN(S(=O)(=O)c3ccc(Cl)cc3)CC2)nc2ccccc21	-15	4.5	-3	-6	-2	6	16	12	0
COc1ccccc1N1CCN(Cc2c[nH]c3ccccc23)CC1	-11	0.4	x	-18	-27	-3	23	-9	11
COc1cc(/C=N/NC(=O)c2ccc(COc3ccccc3Cl)o2)cc(Br)c1O	15	1.2	3	-4	-5	5	29	-17	-3
COc1cccc(CN(C)C(=S)Nc2cccc(C)c2)c1	-10	2.2	1	11	-13	5	21	-17	-1
CCOC(=O)c1c(C)[nH]c(/C(C)=N/O)c1C	-7	-0.9	4	7	7	-1	2	-7	-2
CC1=NN(c2ccccc2)C(=O)C1C(=O)c1cc([N+](=O)[O-])cc([N+](=O)[O-])c1 (stereo not given)	2	1.2	10	-13	-1	4	15	-3	4
C=CCn1c(SC(C)C(=O)NCc2ccc3c(c2)OCO3)nnc1C1CCCCC1 (stereo not given)	3	1.1	28*	-10	-15	4	-21	-9	-2
N#C/C(=N\Nc1cccc(C(F)(F)F)c1)C(=O)c1ccsc1	-12	-1.0	x	-23	51*	32*	7	13	18
COc1cc(NC(=O)c2cccs2)c(C(=O)OCC(=O)NCc2ccccc2)cc1OC	13	-1.5	1	11	-4	3	87*	-3	-2
CCCCNC(=O)C1CCN(S(=O)(=O)c2c(C)noc2/C=C\c2ccc(OC)cc2)CC1	-8	-0.4	1	-9	-18	9	12	-17	3
CCOC(=O)C1=C(C)NC(=O)NC1c1ccc(OC(=O)c2ccco2)c(OC)c1 (stereo not given)	-14	-1.5	0	14	20	3	22	1	-2
O=C(NC1CCCCC1)C(c1cccs1)N(C(=O)C(F)(F)F)c1ccccc1 (stereo not given)	1	-0.9	8	-14	3	5	46	-12	1
COc1cccc(CN2CCNC(=O)C2CC(=O)NCCn2nc(C)cc2C)c1OC (stereo not given)	-2	-0.7	x	8	-7	-3	4	-6	-2
Cc1ccc(NS(=O)(=O)c2ccc(Br)s2)cc1S(=O)(=O)N1CCOCC1	-4	1.2	-3	19	7	8	4	-32	0
Cc1nn(C)c(C)c1CN(C)C(=O)c1cc2nc(-c3ccco3)cc(C(F)(F)F)n2n1	-6	1.1	1	2	2	0	-5	-9	-6
Cc1nnc(SCCOC(N)=O)n1C	-2	0.2	3	3	17	3	18	-1	-3
COc1ccc(C2=NOC(C(=O)N3CCCCCC3)C2)cc1OC (stereo not given)	-6	-0.2	3	6	-13	5	16	-20	2
N#CC1(c2ccccc2)CCCN1C(=O)c1ccccc1Cl (stereo not given)	-5	-1.9	3	7	4	4	26	-1	-5
CCc1nnc(NS(=O)(=O)c2ccc(NC(=S)NC(=O)c3ccccc3)cc2)s1	-6	0.7	7	-2	-1	2	-30	-28	-5
CC(=O)Nc1ccc(S(=O)(=O)NCCSCc2c(Cl)cccc2Cl)cc1	-4	-1.1	-3	3	36*	4	28	-2	-6
CC(NCc1ccc(N(C)C)cc1)C1CC2CCC1C2 (stereo not given)	1	0.3	2	34	19	1	23	-7	-1
FC(F)Oc1ccc(-c2csc(=Nc3cccnc3)n2CC2CCCO2)cc1 (stereo not given)	-3	0.6	9	-3	-6	2	36	-4	-2
O=C(Nc1ccc(Cl)cc1)N1CCC(c2nc(-c3ccccc3Cl)no2)CC1	-3	-1.1	-1	-7	5	4	48	1	-3
Cc1ccc(OCC(O)Cn2c(=N)n(CCN3CCCCC3)c3ccccc32)cc1 (stereo not given)	5	1.1	62*	-39	-15	23	-4	0	0
CC1CCCCC1NC(=O)c1ccc(CNc2c(N3CCCC3)c(=O)c2=O)cc1 (stereo not given)	-7	0.6	4	-6	-6	6	13	-9	3
O=C1OC(=O)C2C1[C@@H]1CC[C@H]2O1 (stereo not given in full)	6	1.4	2	-1	-3	3	-2	-18	-3
COc1ccc(C2=NO[C@@H]3[C@@H]4C[C@@H]([C@H]5C(=O)N(C)C(=O)[C@@H]45)[C@H]23)c(OC)c1	-7	0.7	x	3	1	-2	12	-5	-2
CCN1CCN(C(=O)c2ccc(COc3ccc(Cl)cc3)o2)CC1	-2	0.5	-6	-9	-20	5	14	-21	-1
Cc1cccc(NC(=O)/C(=C\c2cccs2)NC(=O)c2ccccc2)c1	-1	-0.5	1	1	-24	2	7	-11	1
CC(Sc1nnc(-c2ccc(O)cc2)o1)C(=O)Nc1cccc2ccccc12 (stereo not given)	-8	-0.8	-5	-5	-2	1	2	-9	-3
Cc1cc(C)nc(SCc2ccc(C(=O)O)o2)n1	2	0.1	-4	18	7	2	21	-7	-2
O=C1CC(Sc2nnc(-c3ccccc3)o2)C(=O)N1c1ccccc1 (stereo not given)	-7	0.9	16	-21	-20	2	37	-19	-1
CCCNC(=O)c1ccccc1C(=O)NCCC	-13	-0.7	12	10	8	8	-14	-43	2
Cc1cc2ccccc2nc1SCC(=O)N1c2ccccc2CC1C (stereo not given)	-13	5.0	2	-16	3	4	20	0	1
Cc1cc(-c2nnc(SCC(=O)Nc3ccccc3)n2C)no1	-9	1.1	x	6	-9	-2	12	-1	-4
CCn1c2c(c(=N)c3c1CCC3)CCCC2	-8	1.6	x	16	-18	50*	-2	-8	30*
O=C1c2ccccc2C(O)N1Cc1ccccc1Cl (stereo not given)	3	-0.8	1	-5	7	1	6	-9	3
Cc1ccccc1Nc1nnc(SCc2cc(=O)n3ccsc3n2)s1	-24	-1.6	1	-22	-9	4	-5	8	-1
CCc1ccc(OCc2n[nH]c(=S)n2C(C)CCCC(C)C)cc1 (stereo not given)	0	0.2	9	-11	-14	5	105*	-6	1
CNC(=O)CSc1nnnn1-c1ccc(C)cc1C	5	0.2	-1	-11	-10	2	20	-23	-3
COc1ccc(NC(=O)CSc2nc3ccccc3c(=O)n2CCNC(C)=O)c(OC)c1	-3	1.1	5	18	3	4	15	-5	-3
Cc1ccccc1OC(C)C(=O)NC1CCCC1 (stereo not given)	-5	1.4	-1	-4	7	1	4	-9	-5
Cc1ccc(CN(Cc2ccco2)C(=S)NCC(=O)NCc2cccnc2)cc1	-7	0.3	2	-2	3	1	10	-15	5
Cc1cc2nccc(-c3ccc(Cl)c([N+](=O)[O-])c3)n2n1	-1	2.1	-3	21	10	9	-17	-3	-1
COc1ccc(NC(=O)[C@H](CCS(C)(=O)=O)N2Cc3ccccc3C2=O)c(OC)c1	-11	-1.4	3	-5	-13	4	-6	1	2
COC(=O)NCCOC(=O)N(O)c1ccc(Br)cc1	8	0.5	5	3	6	4	59	-3	3

Arranged by length of the SMILES (descending): eleven of the compounds above.
canonical_smiles	NCF1 inh	S1P4 agonist	NPY-Y1 antag	NPY-Y1 PAM-ag	NPY-Y2 PAM-ag	BaF3 tox	CHOP inh	S1P4 antag	Ba/F3 V617F tox
COc1ccc(NC(=O)[C@H](CCS(C)(=O)=O)N2Cc3ccccc3C2=O)c(OC)c1	-11	-1.4	3	-5	-13	4	-6	1	2
CC1CCCCC1NC(=O)c1ccc(CNc2c(N3CCCC3)c(=O)c2=O)cc1 (stereo not given)	-7	0.6	4	-6	-6	6	13	-9	3
Cc1cccc(NC(=O)/C(=C\c2cccs2)NC(=O)c2ccccc2)c1	-1	-0.5	1	1	-24	2	7	-11	1
FC(F)Oc1ccc(-c2csc(=Nc3cccnc3)n2CC2CCCO2)cc1 (stereo not given)	-3	0.6	9	-3	-6	2	36	-4	-2
Cc1cc2nccc(-c3ccc(Cl)c([N+](=O)[O-])c3)n2n1	-1	2.1	-3	21	10	9	-17	-3	-1
Cc1ccccc1Nc1nnc(SCc2cc(=O)n3ccsc3n2)s1	-24	-1.6	1	-22	-9	4	-5	8	-1
Cc1cc(-c2nnc(SCC(=O)Nc3ccccc3)n2C)no1	-9	1.1	x	6	-9	-2	12	-1	-4
Cc1cc2ccccc2nc1SCC(=O)N1c2ccccc2CC1C (stereo not given)	-13	5.0	2	-16	3	4	20	0	1
CNC(=O)CSc1nnnn1-c1ccc(C)cc1C	5	0.2	-1	-11	-10	2	20	-23	-3
CCn1c2c(c(=N)c3c1CCC3)CCCC2	-8	1.6	x	16	-18	50*	-2	-8	30*
CCCNC(=O)c1ccccc1C(=O)NCCC	-13	-0.7	12	10	8	8	-14	-43	2

Further results follow.
canonical_smiles	NCF1 inh	S1P4 agonist	NPY-Y1 antag	NPY-Y1 PAM-ag	NPY-Y2 PAM-ag	BaF3 tox	CHOP inh	S1P4 antag	Ba/F3 V617F tox
CC(C)Oc1c(Cl)cc(CNC(C)(C)CO)cc1Cl	6	1.7	7	-19	-2	4	-7	-5	-3
COc1ccc(C2CC(=O)N3C(=C2C#N)SCC3(O)c2ccccc2)cc1 (stereo not given)	-66	1.2	-6	11	21	-1	19	-4	-5
CCC1CCCCN1S(=O)(=O)c1ccc(S(=O)(=O)N2CCN(S(=O)(=O)CC)CC2)cc1 (stereo not given)	-9	0.3	-4	-6	8	5	22	-7	2
N#CCSc1nc2ccccc2c(=O)n1C1CCCCC1	-3	-0.1	21*	1	-3	2	-3	-5	0
COc1nc2ccccc2nc1CCC(=O)O	-9	0.3	3	-10	-11	2	-6	-12	-2
COc1ccc(-c2noc(-c3ccccc3F)n2)cc1	-4	0.8	3	1	-4	7	38	-11	-2
CCCn1c(SCC(=O)N2CCCc3ccccc32)nnc1-c1ccco1	6	0.8	1	5	-39	1	34	-1	0
CCCCn1c(/N=C/c2c[nH]c3ccccc23)nc2ccccc21	-16	-1.6	6	15	-7	8	111*	8	7
CN(C)S(=O)(=O)c1ccc(Cl)c(NC(=O)COC(=O)C2CSC3(C)CCC(=O)N23)c1 (stereo not given)	-5	0.2	0	-23	6	7	-8	-8	0
CC(=O)Nc1cn(-c2ccccc2)nc1-c1ccccc1	1	1.0	1	-4	-12	9	0	-14	6

Rows are unselected. Share with any hit: about 7.1%.
